PLCb3 inh – blocks human PLC-beta3 enzyme activity; Q01970; Purified PLC-beta3, fluorogenic substrate, fluorescence; 370,000 tested, 0.18% active; AID 720704; inhibition, % at 12.2 µM; in the data active means inhibition above about 11%;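 further: 0% = median of compound wells on plate and 100% = full blocker control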
UHRF1 binding – blocks human UHRF1 binding to methylated DNA. Q96T88. 370,000 tested, 0.75% active. AID 687016. UHRF1 binding to methylated oligo, TR-FRET. inhibition, % at 4.4 µM; in the data active means inhibition above about 21%;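 further: UHRF1 SRA domain binding a hemimethylated CpG hairpin DNA probe; 0% = median of test compound wells and 100% = reference inhibitor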
KLK7 zymogen act – proKLK7 (human) activation, primary screen; P49862; activation, % at 7 µM; 370,000 tested, 0.9% active; purified proKLK7, EDANS-DABCYL substrate fluorescence; 100% is mature enzyme control, 0% vehicle;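 active means activation above the mean of all tested compounds plus 3 SD, computed per campaign excluding outliers beyond control limits, cut at about 13% in these data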
ARFGAP1 inhibitor – inhibits rat ARF GTPase activating protein 1; AID 651572; inhibition, % at 16.5 µM; Arfgap1-stimulated ARF1 GTP hydrolysis, GDP FP detection; 360,000 tested, 0.26% active; Q62848;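 active means inhibition above a per-plate limit, mean inhibition of low control wells plus 3 SD, cut at about 25% in these data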;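 further: 0% = DMSO wells with enzyme and 100% = wells lacking Arfgap1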
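Repeats: one replicate per compound; assay system: rat Arfgap1 catalytic domain, aa 1-136; times: enzyme reaction 120 min at 25 °C after 20 min preincubation; detection: FP of antibody-bound GDP Alexa 633 tracer, ex 620/em 688 nm; benchmarks: high control wells lacking Arfgap1, low control full reaction with DMSO; reagent: human ARF1(Δ1-17)-GTP substrate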
ASAP1 inh – inhibitors of human ASAP1 ArfGAP activity | inhibition, % at 16.5 µM | 360,000 tested, 0.19% active | ASAP1-stimulated ARF1 GTP hydrolysis, GDP FP detection | AID 624377; in the data active means inhibition above about 25%;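 further: 0% = vehicle with enzyme and substrate and 100% = no enzyme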
Target sequence (Q9ULH1 325-724 limits assumed): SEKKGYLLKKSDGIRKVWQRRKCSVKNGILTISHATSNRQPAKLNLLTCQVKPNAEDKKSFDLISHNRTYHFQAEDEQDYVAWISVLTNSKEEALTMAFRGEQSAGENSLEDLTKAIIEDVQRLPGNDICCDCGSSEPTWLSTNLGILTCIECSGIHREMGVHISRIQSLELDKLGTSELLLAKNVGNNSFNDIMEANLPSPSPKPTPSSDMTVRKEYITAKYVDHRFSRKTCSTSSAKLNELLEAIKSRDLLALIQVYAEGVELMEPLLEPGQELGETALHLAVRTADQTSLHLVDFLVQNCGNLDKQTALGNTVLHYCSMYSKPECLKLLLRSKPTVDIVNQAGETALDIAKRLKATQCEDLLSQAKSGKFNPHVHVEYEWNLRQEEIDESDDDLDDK
MBD2 inh – blocks human MBD2 binding to methylated DNA. Q9UBB5. TR-FRET, MBD2 binding to methylated oligonucleotide. inhibition, % at 4.4 µM. 370,000 tested, 0.31% active. AID 686964; in the data active means inhibition above about 13%
DDE Tn6 FP inh – DD(E)-Tn6 binding inhibition, primary FP screen; P02675; Fibrin DD(E) TRITC-Tn6 fluorescence polarization displacement; inhibition, % at 8.3 µM; 370,000 tested, 0.21% active; AID 720509;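 active means inhibition above a per-campaign cutoff: mean of compounds within control limits plus 3 SD, cut at about 15% in these data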;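 further: 0% = median of all compound wells on the plate and 100% = blocking peptide control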
Target sequence (P02675 whole entry, looked up): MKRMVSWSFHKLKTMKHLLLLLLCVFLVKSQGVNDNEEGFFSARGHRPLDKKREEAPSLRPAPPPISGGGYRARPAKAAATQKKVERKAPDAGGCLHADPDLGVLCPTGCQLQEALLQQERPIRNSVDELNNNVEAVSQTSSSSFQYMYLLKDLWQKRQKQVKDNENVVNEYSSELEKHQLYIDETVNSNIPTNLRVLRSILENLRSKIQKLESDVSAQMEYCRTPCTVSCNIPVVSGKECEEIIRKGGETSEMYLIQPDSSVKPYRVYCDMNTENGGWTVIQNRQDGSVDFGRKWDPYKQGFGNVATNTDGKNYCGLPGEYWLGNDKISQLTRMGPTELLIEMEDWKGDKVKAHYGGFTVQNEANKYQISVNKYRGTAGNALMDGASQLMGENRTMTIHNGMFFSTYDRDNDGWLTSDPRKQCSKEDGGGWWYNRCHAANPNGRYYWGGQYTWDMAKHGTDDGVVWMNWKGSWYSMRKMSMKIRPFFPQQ
ADAM17 inh – ADAM17 inhibition, QFRET primary screen; 370,000 tested, 0.83% active; P78536; recombinant ADAM17, EDANS/DABCYL FRET peptide cleavage; inhibition, % at 6.95 µM;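 active means inhibition above the mean of compounds lying between control limits plus 3 SD, set per campaign, cut at about 8.5% in these data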;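 further: 0% = DMSO-only wells as the low control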
PLCg1 inh – PLC-gamma1 (human) inhibition, primary screen; P19174; purified PLC-gamma1, fluorogenic substrate, fluorescence; inhibition, % at 12.2 µM; 370,000 tested, 0.84% active; AID 720700; in the data active means inhibition above about 9.5%
DDE Tn7 FP inh – disrupts Tn7 cyclic peptide binding to fibrin D-Dimer-E complex; inhibition, % at 8.3 µM; 370,000 tested, 0.13% active; P02675; FP displacement of FITC-Tn7 peptide from fibrin DD(E); 0% = median of compound wells per plate; AID 720508;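 active means inhibition above the mean of compounds falling within the control limits plus 3 SD of them, cut at about 14% in these data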;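 further: 0% = plate median of compound wells and 100% = 10 µM Aha-Tn7 peptide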
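Assay system: Human fibrin DD(E) protein | Medium: Tris buffer with calcium and detergent, pH 7.8 | Reagent: 0.1 µM fluorescent Tn7 | Compound dosing: Single point at 8.3 µM | Times: 10 min preincubation, 3 h with tracer, room temperature | Detection: Fluorescence polarization of the labelled Tn7 tracer | Controls: Aha-Tn7 high control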
* = called active by the depositor; . = not tested or not shown. This is a random part of the collection; 4.1% or so of the library scored in one or more.

cpd	PLCb3 inh	UHRF1 binding	KLK7 zymogen act	ARFGAP1 inhibitor	ASAP1 inh	MBD2 inh	DDE Tn6 FP inh	ADAM17 inh	PLCg1 inh	DDE Tn7 FP inh	mol
1	7	12	0.1	-7	5	3	-11	-2	1	-8	COc1cc(OC)c(C2=NOC(C(=O)N3CCCc4ccccc43)C2)cc1Cl (configuration not stated)
2	-345	-2	12	6	-1	-5	2	-80	-274	-3	O=C(CN1c2cccc3cccc(c23)S1(=O)=O)N1CCOCC1
3	-3	-2	0.1	-9	14	6	4	-2	-1	-8	Cc1ccccc1OCC(=O)Nc1nnc(S(=O)(=O)N2CCCC2)s1
4	-3	0	-0.6	12	3	2	-3	-3	-5	0	CC(C)N1CCN(C(=O)c2ccc(NC(=O)c3ccc(Br)o3)cc2)CC1
5	-16	-2	0.3	15	1	-4	1	-2	-17	-8	Cc1[nH]c2ccccc2c1/C=N\NC(=O)c1ccccc1Cl
6	1	-3	0.0	1	0	-3	1	1	2	-4	CSc1nc(-c2ccccc2)ccc1C(N)=O
7	3	72*	-0.3	5	-1	17*	-2	-3	1	-4	COc1ccc(Cl)cc1Nc1nc(NCCO)nc(N2CCCC2)n1
8	-5	1	-0.9	.	.	1	8	0	1	-2	Cc1ccc(C(=O)N(Cc2ccccn2)CC2CCCO2)cc1 (configuration not stated)
9	4	0	-0.2	2	3	-3	-2	3	-1	2	COc1cc2c(cc1CNC[C@H]1O[C@@H](n3cc(C)c(=O)[nH]c3=O)C[C@@H]1O)OCO2
10	-8	1	0.2	-9	14	1	4	-1	0	-4	COc1ccc(NC(=O)CSc2nnc(C)c3ccccc23)cc1
11	-6	-1	-0.2	-11	-10	1	-4	-4	5	0	CC(=O)Nc1ccc(N(C(=O)CNC(=O)c2ccco2)C(C(=O)NC2CCCC2)c2ccco2)cc1 (configuration not stated)
12	-2	-2	-0.8	10	-16	3	6	1	-1	5	O=C(CCn1cccc1)Nc1ccc(OC(F)(F)F)cc1
13	-5	-1	0.4	3	16	1	2	1	1	-6	COc1ccccc1C(=O)NCCC(=O)NCCOc1ccccc1
14	1	1	0.4	8	-20	-2	-8	-2	2	1	Cc1noc(C)c1COc1ccc(C(=O)O)cc1
15	3	3	0.0	8	-6	1	9	-4	1	3	CCC(C)NCCOCCOc1ccccc1-c1ccccc1 (configuration not stated)
16	2	-3	-0.9	9	-8	-3	-1	1	1	-5	CCOC(=O)N1CCC(NC(=O)CCN2C(=O)COc3ccccc32)CC1
17	-1	1	0.3	9	4	7	-3	0	9.9*	9	COCCCNCC1C(Oc2ccc(Cl)cc2)C(=O)N1c1ccccc1C (configuration not stated)
18	-7	-1	-0.2	-21	-13	1	5	-3	2	-2	CC1CCCC(C)N1C(=S)SCC(=O)O (configuration not stated)
19	0	1	1.1	-4	-2	-1	-9	-1	-3	4	N#CC1=C(SCC(=O)Nc2ccccc2)NC(=O)CC1c1ccc(O)cc1 (configuration not stated)
20	-2	2	0.1	5	1	1	2	-4	2	2	CCOC(=O)c1ccc(NC(=O)C2CC(=O)Nc3nc4ccccc4n32)cc1 (configuration not stated)
21	-4	-2	0.3	-1	-5	5	8	0	1	-4	Nc1nc(C2CCOCC2)cs1
22	-2	-2	0.3	-12	4	0	11	-3	-3	4	Cn1c(C(=O)NCCCN2CCCCC2)cc2sccc21
23	-10	-2	-0.3	3	-8	1	-5	1	-2	-1	CN(C)c1cccc(C(=O)N(C)C2CCCN(Cc3ccccc3F)C2)c1 (configuration not stated)
24	4	0	-0.1	-3	-16	-3	-6	1	6	8	CCNC(=O)C1(C)CCCN1C(=O)c1ccc2c(c1)OCO2 (configuration not stated)

Some of the entries so far, screen by screen:
[13] COc1ccccc1C(=O)NCCC(=O)NCCOc1ccccc1
[17] COCCCNCC1C(Oc2ccc(Cl)cc2)C(=O)N1c1ccccc1C (configuration not stated)
[22] Cn1c(C(=O)NCCCN2CCCCC2)cc2sccc21
[23] CN(C)c1cccc(C(=O)N(C)C2CCCN(Cc3ccccc3F)C2)c1 (configuration not stated)
entry no.,13,17,22,23
PLCb3 inh,-5,-1,-2,-10
UHRF1 binding,-1,1,-2,-2
KLK7 zymogen act,0.4,0.3,0.3,-0.3
ARFGAP1 inhibitor,3,9,-12,3
ASAP1 inh,16,4,4,-8
MBD2 inh,1,7,0,1
DDE Tn6 FP inh,2,-3,11,-5
ADAM17 inh,1,0,-3,1
PLCg1 inh,1,9.9*,-3,-2
DDE Tn7 FP inh,-6,9,4,-1

Further records:
cpd	PLCb3 inh	UHRF1 binding	KLK7 zymogen act	ARFGAP1 inhibitor	ASAP1 inh	MBD2 inh	DDE Tn6 FP inh	ADAM17 inh	PLCg1 inh	DDE Tn7 FP inh	mol
25	-8	2	0.1	-8	-11	3	-3	-5	-7	5	Cc1cccc(-c2nc(NCCCN3CCOCC3)c3ccccc3n2)c1
26	-9	0	0.1	3	-6	-4	4	-4	-5	4	Cc1cc(OCc2cc(C(=O)NCC3(C)COC3)no2)cc(C)c1Cl
27	7	3	.	.	.	-1	-4	4	9	5	Cc1ccc(OCCn2c(CCNC(=O)c3ccc(F)cc3F)nc3ccccc32)cc1
28	-148	6	0.4	3	16	7	-9	-13	-150	3	CN(C)c1cccc(C(=O)OCC(=O)Nc2ccccc2Cl)c1
29	-4	0	-0.1	3	1	1	-1	-2	-1	5	Cc1ccc(C)c(OCC(=O)O/N=C(\N)c2ccccn2)c1
30	0	0	-0.5	-5	-6	-1	2	1	2	-4	CC(OC(=O)CC1Sc2ccccc2NC1=O)C(=O)N(C)Cc1ccccc1 (configuration not stated)
31	-2	1	0.7	.	.	-3	10	-3	-1	-6	CC1CCC2(CCC(=O)N2CCCOC(=O)Nc2cccc(C(F)(F)F)c2)CC1 (configuration not stated)
32	-1	2	-0.6	1	-8	7	-1	-7	-10	0	CC(C)CCN(C(=O)c1cn2ccccc2n1)c1c(N)n(Cc2ccccc2)c(=O)[nH]c1=O
33	-1	9	-0.5	4	1	-5	2	-4	-2	-1	O=C(/C=N/O)NCc1cccnc1
34	1	3	-0.7	0	10	5	-1	-3	3	-2	CC(C)CCN1CCN(Cc2ccc(C#CCCO)cc2)CC1CCO (configuration not stated)
35	9	3	0.7	-4	3	2	-4	3	5	-4	CCNC(=O)CN(CCc1ccccc1)S(C)(=O)=O
36	-7	2	0.1	-5	-2	-3	5	-7	-2	4	C/C(=N\NC(=O)c1nn(C)c(C)c1Br)c1ccc(NC(=O)C2CCCC2)cc1
37	3	2	0.2	8	-11	-3	6	-1	1	2	O=C(O)c1ccccc1NS(=O)(=O)c1cccc(C(F)(F)F)c1
38	1	0	.	.	.	-6	-5	-3	-1	4	C[C@H]1[C@@H](O)CC[C@@]23CCCN2C(=O)CCC[C@@H]13
39	-1	5	-0.9	13	12	6	0	-1	4	-4	NC(=NCCc1c[nH]c2ccccc12)NS(=O)(=O)c1ccc(F)cc1
40	0	2	-8.6	13	13	4	3	9.8*	3	-6	O=C(Nc1cccc(-c2csc(-c3ccccc3)n2)c1)c1cccs1
41	1	2	-0.9	0	6	-2	-2	-1	4	6	COc1ccc(C(=O)N2CC3(C)CC2CC(C)(C)C3)cc1OC (configuration not stated)
42	-8	-3	0.2	-5	0	1	4	1	0	-2	O=C(Cn1cncn1)N/N=C/c1cccc(Cl)c1
43	-5	6	-0.3	10	-8	5	-2	-1	6	-4	COc1cc(NC(=O)c2cc(-c3ccc4c(c3)OCO4)on2)cc(OC)c1OC
44	-2	-1	0.4	-2	-5	-3	-5	-2	2	-10	Cc1ccc(C)c(NC(=S)NCCCN2CCOCC2)c1
45	-7	0	0.1	9	10	1	3	-2	-2	-2	CC(=O)c1ccc(NC(=O)c2ccccc2-c2ccccc2C(=O)O)cc1
46	1	4	0.6	4	-5	3	-4	-4	2	2	COc1ccc(S(=O)(=O)n2c(N)nc3ccccc32)cc1
47	-255	-5	-4.0	-5	3	-5	0	-8	-217	-4	COc1ccc2nc(Nc3sc4c(c3C(N)=O)CCCC4)sc2c1
48	-10	0	-0.2	8	17	-4	8	5	-5	-6	CCCCOc1ccc(C(=O)N/N=C/c2ccc(OCCN3CCCCC3)c(OC)c2)cc1
49	-6	-1	0.0	2	14	4	3	1	0	-4	COc1ccc(N(CC(=O)Nc2ccc(F)c(F)c2)S(=O)(=O)c2c(C)n[nH]c2C)cc1
50	-9	-1	0.4	0	5	2	-6	-9	-2	3	O=C(/C=C/c1ccc(S(=O)(=O)N2CCOCC2)cc1)NCCCn1ccnc1
51	1	-2	0.5	7	5	1	1	-3	1	-4	CC(NS(=O)(=O)c1ccc(CCC(=O)NCc2cccnc2)cc1)c1ccccc1 (configuration not stated)
52	-7	0	0.2	1	-8	-1	-2	2	1	1	COC(=O)CC1(C(=O)OC)Oc2ccc(Br)cc2C(=O)N1c1cc(Cl)c(Cl)cc1Cl (configuration not stated)
53	-6	0	-0.2	11	6	7	-5	-2	-5	2	O=c1[nH]c(C2CCN(S(=O)(=O)c3ccc(C(F)(F)F)cc3)CC2)nc2c1nnn2Cc1cccc(F)c1
54	0	7	0.2	-10	11	-3	-7	6	5	-6	O=C(C(=O)N1CCc2ccccc2C1)c1c[nH]c2ccccc12
55	2	-2	0.2	6	-7	3	-7	1	2	-1	Cc1cc(C(=O)Nc2cccc3ncccc23)no1
56	2	3	-0.6	5	-6	2	0	-4	1	0	COc1ccccc1OCCCN1CCC(C(O)(c2ccccc2)c2ccccc2)CC1
